From PubChem
FEN1 inhibitor: human FEN1 inhibition | P39748 | Recombinant FEN1 flap cleavage, fluorescence, 15 min | Potency, µM (top dose mostly 114 µM), without a hit: at the highest dose activity change, negative = inhibition, usual class: inhibitors | actives 0.35% (n = 390,000) | AID 588795; further: nearly all actives have a fitted effect of over 65% in size
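Enzyme 10 nM, 15 min RT preincubation with compound; start with substrate 50 nM final; reads at 0 and 15 min; qHTS titration, four-parameter Hill fit.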
N370S GC: inhibits or activates N370S mutant glucocerebrosidase | P04062 | N370S GC spleen homogenate, 4MU-glucoside fluorescence | Potency, µM (top dose mostly 59.4 µM), inactives show top-dose activity change, negative = inhibition, usual class: inhibitors | actives 0.092% (n = 330,000) | AID 2101;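 further: 0% = full enzyme activity and -100% = no enzyme basal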
KAT2A inh: GCN5L2 (KAT2A) acetyltransferase inhibition; actives 0.21% (n = 390,000); AID 504327; GCN5L2 HAT assay, ThioGlo1 CoA-SH fluorescence; Q92830; Potency, µM (highest dose often 58.9 µM), for inactives: top-dose activity change, negative = inhibition, hits mostly inhibitors
Target sequence (Q92830 whole entry, looked up): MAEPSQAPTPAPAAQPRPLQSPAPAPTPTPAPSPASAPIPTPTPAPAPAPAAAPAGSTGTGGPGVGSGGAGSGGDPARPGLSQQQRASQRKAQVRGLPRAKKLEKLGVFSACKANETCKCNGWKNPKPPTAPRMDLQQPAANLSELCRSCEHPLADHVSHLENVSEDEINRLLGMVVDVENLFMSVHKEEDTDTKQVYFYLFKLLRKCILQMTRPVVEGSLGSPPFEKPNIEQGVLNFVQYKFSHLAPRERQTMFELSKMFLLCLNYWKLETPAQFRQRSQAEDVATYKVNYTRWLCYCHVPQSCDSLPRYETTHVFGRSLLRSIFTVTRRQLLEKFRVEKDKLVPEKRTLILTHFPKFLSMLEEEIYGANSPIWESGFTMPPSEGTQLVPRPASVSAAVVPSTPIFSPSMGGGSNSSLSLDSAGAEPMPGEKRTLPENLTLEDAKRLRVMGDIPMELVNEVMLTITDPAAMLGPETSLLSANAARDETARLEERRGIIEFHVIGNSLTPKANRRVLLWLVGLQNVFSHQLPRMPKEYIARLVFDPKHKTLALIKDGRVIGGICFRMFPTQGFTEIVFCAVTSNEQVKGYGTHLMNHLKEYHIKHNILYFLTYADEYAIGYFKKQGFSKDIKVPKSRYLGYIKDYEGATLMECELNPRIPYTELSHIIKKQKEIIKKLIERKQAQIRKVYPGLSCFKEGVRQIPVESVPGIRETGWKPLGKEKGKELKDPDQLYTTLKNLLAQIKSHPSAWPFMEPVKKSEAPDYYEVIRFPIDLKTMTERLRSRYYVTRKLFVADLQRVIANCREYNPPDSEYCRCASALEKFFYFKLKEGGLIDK
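Preincubate 20nM GCN5L2 with compound 15 min, RT → add 50uM ThioGlo1 + 75uM H3(1-25) + 70uM acetyl-CoA → read fluorescence 0 and 20 min. Primary qHTS; fluorescent artifacts likely.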
* marks the source's active call; other numbers are inactive results; ? = inconclusive; . = not tested or not shown; & = joins results of further samples; [ ] = remark or other dose. The call rests on the fitted dose curve; in most records, active means well fitted curve in the direction sought with a large enough effect; inconclusive means small, poorly fitted or top-dose-only effect, or another doubt; inactive means no such curve, though single readings can be large; an effect the other way counts as inactive or inconclusive. Unless noted, on the % scale 0 is the no-effect control and ±100 the full control effect; potency means the concentration at half of the fitted maximal effect. A portion of the library (hit frequency here may not be typical).

SMILES	FEN1 inhibitor	N370S GC	KAT2A inh
Cc1ccc(-c2nc(C#N)c(NCc3cccc4c3OCO4)o2)cc1	-20%	29%	0%
COc1ccc(C(=O)c2c[nH]c3ccccc23)cc1	-7%	19%	.
CCCCN1C(=O)C(O)(c2ccccc2)c2cc(Br)ccc21 (stereo unspecified)	-17%	-1%	-12%
Cc1ccc(Cn2nnnc2CN2CCC(NC(=O)C(C)(C)C)CC2)cc1	-1%	10%	0%
O=C(NC(=S)Nc1ccc(F)c(Cl)c1)C1CC1	-26%	-3%	-27%
CC(=O)c1cc(OC(=O)N2CCOCC2)ccc1OC(=O)N1CCOCC1	-4%	-21%	-5%
COc1ccc(-n2c(/C=C/c3cccc4ccccc34)nc3ccccc3c2=O)cc1Cl	12%	.	3%
CC(=O)Nc1ccc(S(=O)(=O)N2CCN(CCC#N)CC2)cc1	-7%	1%	1%
CCOc1ccccc1N(C)C(=O)c1ccc2c(=O)n3c(nc2c1)CCCCC3	-12%	-4%	-3%
CCOc1ccc2oc(=O)cc(CN3CCN(C(=O)c4cccc(Cl)c4)CC3)c2c1	0%	.	5%
Cc1cccc(CCNC(=O)CCS(=O)(=O)c2cc3c(cc2C)NC(=O)CO3)c1	3%&-1%	-2%	-7%&-4%
Clc1ccc(C2=Nn3c(nnc3-c3n[nH]c4c3CCC4)SC2)cc1Cl	-22%	22%	-2%
CC(C)c1cc(Nc2cccc(O)c2)cc(C(C)C)c1O	.	8%	-7%
O=C(Oc1ccccc1Cl)c1ccc(-n2cncn2)nc1	0%	8%	1%
O=C(O)Cn1nc(-c2ccccc2)oc1=O	-10%	-13%	-4%
COc1ccccc1/C=C/CN1CCC(n2nccc2NC(=O)C2CC2)CC1	-20%	-1%	-4%
O=C(CSc1ccc(-c2ccc(F)cc2)nn1)NCCc1ccccc1	1%	6%	-1%
Nn1c(SCC(=O)NC2CCCc3ccccc32)nnc1-c1ccc(Cl)cc1Cl (stereo unspecified)	.	0%	2%
Cc1ccc(CN2CC(C(=O)N3CCN(c4ccccc4Cl)CC3)CC2=O)cc1 (stereo unspecified)	-17%	.	0%
CCCCCCCCCCCCCCCC(=O)OCC(NC(=O)C(Cl)Cl)C(O)c1ccc([N+](=O)[O-])cc1 (stereo unspecified)	.	-4%	3%
Cc1ccc(-c2nn3c(=O)cc(CN4CCN(C(=O)c5ccc(C(C)(C)C)cc5)CC4)nc3s2)cc1	18%	.	0%
COCCOC(=O)c1[nH]c2c(c1C)C(=O)CC(c1ccc(F)cc1)C2 (stereo unspecified)	-8%	4%	-8%
Cc1ccc(Cn2nc(C)c(C(=O)NCC(c3cccs3)N3CCOCC3)c2Cl)cc1 (stereo unspecified)	7%	1%	-3%
O=[N+]([O-])c1ccc(O)c(/C=N/n2cnnc2)c1	-1%	-25%	-10%
CCCCNC(=O)/C=C1\Sc2ccccc2NC1=O	0%	5%	-6%
Clc1ccccc1Cc1cn2cc(-c3ccccc3)nc2s1	-17%	.	-2%
O=S(=O)(NCCc1ccccc1)c1ccc(Br)s1	-9%	-5%	-2%
O=C(c1ccccc1Cl)N1CCN(S(=O)(=O)N2CCCCC2)CC1	-4%	-6%	-7%
CC(C)Nc1nc(Oc2ccc(Cl)cc2)cc(C(F)(F)F)n1	-11%	-20%	-5%
CNC(=O)Nc1ccccc1NC(=O)NC	0%	2%	-5%

3 entries out of the list, ordered by length of the SMILES, smallest number first:
SMILES	FEN1 inhibitor	N370S GC	KAT2A inh
Cc1ccc(Cn2nnnc2CN2CCC(NC(=O)C(C)(C)C)CC2)cc1	-1%	10%	0%
CCOc1ccc2oc(=O)cc(CN3CCN(C(=O)c4cccc(Cl)c4)CC3)c2c1	0%	.	5%
CCCCCCCCCCCCCCCC(=O)OCC(NC(=O)C(Cl)Cl)C(O)c1ccc([N+](=O)[O-])cc1 (stereo unspecified)	.	-4%	3%

(cont.)
SMILES	FEN1 inhibitor	N370S GC	KAT2A inh
COc1ccc(C(=O)NCC2OCCc3ccccc32)cc1OC (stereo unspecified)	-11%	0%	-3%
Cc1ccc(NC(=O)N2CCC(CN3CCC(C)CC3)CC2)cc1F	25%	.	-6%
COc1cccc(-c2cc(C(F)(F)F)c(C#N)c(=O)[nH]2)c1	4%	?	0%
CC1=C(C(N)=O)C(c2ccccc2[N+](=O)[O-])n2ncnc2N1 (stereo unspecified)	-4%	-6%	9%
COc1ccccc1NC(=O)C1=C(C)Nc2nc(-c3cccs3)nn2C1c1cccnc1 (stereo unspecified)	0%	-6%	1%
Cc1cc(C)c2c(NC(=O)c3ccccc3)c(C(=O)Nc3ccc(F)cc3)sc2n1	15%	.	-3%
COCCOc1ccc(C(F)(F)F)cc1NC(=O)COC(=O)c1c(C)noc1C	2%	13%	-4%
CCCC(=O)OCC(=O)Nc1ccc(OC(F)F)cc1	-2%	0%	-12%[0.501 µM]
CCOc1cc(/C=C/C(=O)c2ccc3c(c2)OCCO3)ccc1OCC(=O)N(C)C	-1%	-8%	-2%
COC(=O)c1sc(C(F)(F)F)c(-c2ccccc2)c1S(=O)(=O)NC(C)(C)C	-5%	-5%	-1%
COC(=O)c1[nH]c2ccccc2c1Sc1ccccc1	-1%	6%	0%
CC1C/C(=N/N=C2/NC(=O)CS2)CC(C)(C)C1 (stereo unspecified)	-16%	.	-6%
Cc1cccc(N2CCN(Cc3oc(CO)cc(=O)c3O)CC2)c1C	-4%	15%	-8%
COc1ccc(CNC(=O)COC(=O)c2cc(S(=O)(=O)N3CCOCC3)ccc2O)cc1OC	3%	.	1%
Cc1oc(-c2ccc(C(=O)NCc3ccc(Cl)cc3)cc2)nc1CS(=O)(=O)c1ccccc1	-3%	.	-14%

Whole records as entered above.
`Cc1cc(C)c2c(NC(=O)c3ccccc3)c(C(=O)Nc3ccc(F)cc3)sc2n1` as listed: FEN1 inhibitor: 15%; N370S GC: .; KAT2A inh: -3%
`COc1ccc(C(=O)NCC2OCCc3ccccc32)cc1OC` (stereo unspecified) as listed: FEN1 inhibitor: -11%; N370S GC: 0%; KAT2A inh: -3%

(more compounds)
SMILES	FEN1 inhibitor	N370S GC	KAT2A inh
CC(OC(=O)Cn1cnc2c1c(=O)n(C)c(=O)n2C)C(=O)N(C)c1ccccc1 (stereo unspecified)	-6%	0%	-9%
CC12CCC(=O)N1C(C(=O)OCC(=O)Nc1cccc(S(=O)(=O)N3CCCCCC3)c1)CS2 (stereo unspecified)	5%	29%	2%
COCCn1c(SCC(=O)Nc2sc(C)c(C)c2C#N)nnc1-c1ccc(OC)cc1	-13%	-11%[2.35 µM]	-3%
COc1ccc(/C=N/N=C2/NC(=O)C(CC(=O)NC(C)C)S2)cc1 (stereo unspecified)	-1%	12%	-11%
O=C(Nc1cc2c(cc1C(=O)O)OCCCO2)c1ccc(C(F)(F)F)cc1	7%	-12%	-5%
COc1ccc(N(CC(O)CN2C(=O)NC(C)(C)C2=O)S(=O)(=O)c2ccc(C)cc2)cc1 (stereo unspecified)	-2%	4%	-3%
CCCCS/C(N)=N/N=C/c1ccccc1O	-12%	0%	-1%
O=C(/C=C/c1ccco1)NCCc1ccccc1	3%	-9%	-2%
O=C(c1cc2cc(Br)ccc2[nH]1)N1CCc2ccccc21	-16%	-9%	-7%
COc1cccc(OC)c1OCC(O)CN1CCN(c2ccccc2)CC1 (stereo unspecified)	27%	3%	-5%
CCOc1ccc(NC(=O)c2cc(OC)nc3ccccc23)cc1	1%	-5%	-10%
CCc1ccc(Cn2c(CNS(=O)(=O)c3ccc(F)c(Cl)c3)nc3cccnc32)cc1	20%	.	-3%
COc1cccc(CN2CC(C(=O)NCCc3ccc(C)o3)CCC2=O)c1 (stereo unspecified)	-1%	-4%	-3%
COc1cccc(N2CCN(c3ccc4nnc(CCC(=O)Nc5ccccc5OC)n4n3)CC2)c1	0%	-5%	-6%
c1ccc(-c2noc(-c3ccc4c(c3)OCO4)n2)cc1	-8%	-14%	-4%
CC(C)C[C@H](NC(=O)c1nc[nH]c1C(=O)NCC(=O)OCc1ccccc1)C(=O)OCc1ccccc1	-19%	6%	-13%
CCC(C)NS(=O)(=O)c1ccc(OCC(=O)N2CCC(C)CC2)cc1 (stereo unspecified)	-3%	12%	1%
CSCCC(N=C(NS(=O)(=O)c1ccc(C)cc1)c1ccccc1)C(=O)O (stereo unspecified)	-6%	-6%	1%
COc1ccc(C2CC(c3ccc(Cl)cc3)=NN2C(C)=O)cc1 (stereo unspecified)	-2%	6%	-9%
COc1ccccc1-c1nc(C(N)=O)c2[nH]c(=O)n(-c3cccc(C)c3)c2n1	1%	?	-10%
O=C(NC1CCCC1)C1CCCN(C(=O)Nc2ccccc2)C1 (stereo unspecified)	-16%	3%	-1%
COc1cc(CSc2ncn[nH]2)c(OC)cc1CSc1ncn[nH]1	-4%	-20%	2%
Cc1oc2c(c1C(=O)O)C(=O)c1ccccc1C2=O	11%	10%	-13%
C=C(C)Cn1c(SCC(=O)Nc2cc(C)ccc2C)nc2sc3c(c2c1=O)CCCC3	-2%	.	1%
CC(=O)c1ccc(N2CCN(c3ncnc4c3c(-c3ccccc3)cn4-c3cccc(C)c3)CC2)cc1	11%	.	1%
O=C(COC(=O)CNC(=O)c1ccc(Br)o1)Nc1ccccc1OC(F)F	15%	1%	3%
CCCCn1c(SCC(=O)c2ccccc2)nc2sc3c(c2c1=O)CCCC3	15%	.	1%
Cc1c(C=O)c2cc(OCc3ccccc3)ccc2n1C	-10%	?	1%
N#Cc1nc(COc2cccc(Cl)c2)oc1NCc1ccncc1	-2%	-12%	-5%
OCCCNc1ncnc2sc3c(c12)CCN(Cc1ccccc1)C3	-26%	?	-11%
CCCN(CC(=O)Nc1ccccc1C)C(=O)/C=C/c1ccc(OCC)c(OC)c1	13%	.	-14%
Cc1occc1-c1nnc(SCC(=O)c2ccc(Cl)cc2)n1C	2%	-9%	-5%
CC1CCC(NC(=O)c2ccc(CS(=O)(=O)c3c(Cl)cccc3Cl)o2)CC1 (stereo unspecified)	-11%	.	-14%
O=C(COC(=O)C(Cc1c[nH]c2ccccc12)NC(=O)c1ccc(Cl)cc1)c1ccc(Cl)cc1 (stereo unspecified)	-15%	.	-1%
O=C(COc1ccccc1)N/N=C/c1cc2c(cc1[N+](=O)[O-])OCO2	-16%	23%	-9%
O=C(Nc1ccc(Cl)cc1)c1cc2c(-c3ccccc3)nn(-c3ccccc3)c2s1	-4%	.	-4%
Cc1ccc(NC2CCCN(C(=O)c3cnc4ccccn4c3=O)C2)cc1C (stereo unspecified)	-3%	26%	-4%
Cc1ccc(CNC(=O)COC(=O)C2CCC2)cc1	-6%	.	1%
O=C(Cn1ncc2ccsc2c1=O)N1CCN(c2ccc(F)cc2)CC1	6%	.	-8%
CCOc1ccc(NC(C)C(=O)N/N=C/c2cccs2)cc1 (stereo unspecified)	-3%	11%	-2%
COc1ccc(CN2CCN(Cc3cccc(Oc4ccccc4)c3)CC2)c(OC)c1OC	-8%	-2%	?
COc1ccc(OC)c(NC(=O)CCN2CCCC(C)C2)c1 (stereo unspecified)	-4%	7%	-15%
O=C(CSc1nnnn1-c1ccccc1)Nc1nsc(-c2ccc(Cl)cc2)n1	-12%	8%	-3%
O=C(NCc1ccccc1)c1ccc2c(c1)N(Cc1ccccc1)C(=O)c1ccccc1S2(=O)=O	-14%	.	-8%
Cc1nc2ccn(Cc3ccccc3)c(=O)c2cc1C(=O)Nc1ccc(F)cc1Cl	-4%	.	-3%

Compounds above with bromine:
SMILES	FEN1 inhibitor	N370S GC	KAT2A inh
CCCCN1C(=O)C(O)(c2ccccc2)c2cc(Br)ccc21 (stereo unspecified)	-17%	-1%	-12%
O=S(=O)(NCCc1ccccc1)c1ccc(Br)s1	-9%	-5%	-2%
O=C(c1cc2cc(Br)ccc2[nH]1)N1CCc2ccccc21	-16%	-9%	-7%
O=C(COC(=O)CNC(=O)c1ccc(Br)o1)Nc1ccccc1OC(F)F	15%	1%	3%

Following part.
SMILES	FEN1 inhibitor	N370S GC	KAT2A inh
Cc1ccc(CN2C(=O)C(O)(CC(=O)c3ccc(C)cc3)c3ccccc32)cc1 (stereo unspecified)	0%	.	-3%
Cc1ccc(NC(=S)NC(=O)c2ccc(F)cc2)cc1S(=O)(=O)Nc1ccccc1Cl	-10%	-11%	-7%
CCc1ccc(CNC(=O)c2cc3c(s2)-c2ccccc2OC3)cc1	-18%	.	-3%
N=c1oc2ccccc2cc1-c1nc(-c2ccc(Cl)cc2)cs1	-4%	-6%	-17%
CCC(C)OC(=O)/C(C#N)=C/c1ccc(-c2ccc(Br)cc2)o1 (stereo unspecified)	-15%	.	-4%
CCn1cc(C(=O)OCC(=O)c2ccc(Cl)cc2)c(=O)c2ccc(C)nc21	3%	7%	-6%
COc1ccccc1-c1c(C)nn2c(N3CCN(c4ccccc4)CC3)cc(C)nc12	-3%	.	-2%
Cc1c(NC(=O)CSc2ccc(Cl)cc2)cccc1-c1nc2cc(Cl)ccc2o1	-6%	?	-2%
Cc1ccc(CN(C(=O)c2ccccc2)c2ccccn2)o1	20%	.	-13%
CCCCS(=O)(=O)N1CN(S(=O)(=O)CCCC)C2NC(=O)NC21 (stereo unspecified)	-6%	-1%	3%
